HIV peptide binding: inhibitors of HIV fusion peptide binding, primary screen, biochemical, uHTS, fluorescence dequenching (AID 1986) | cell-free peptide binding, fluorescence dequenching, 30 min; higher % means a stronger effect | inhibition, % at 20 µM, or IC50 in µM where a hit was titrated | 0.3% of 290,000 active; in the data active means inhibition mostly above about 52%, no sharp cut-off; inactive means mostly below about 76%; further: some results filed as inactive read as strong as hits
NOD1 NF-kB reporter: inhibition of NOD1-driven NF-kB reporter – cell-based, luminescence, uHTS, primary screen (AID 1578). NOD1-driven NF-kB luciferase reporter cells, luminescence; higher % means a stronger effect. inhibition, % at 4 µM; hits with a dose series show EC50 in µM. 1% of 290,000 active; in the data active means inhibition mostly above about 36%, no sharp cut-off; inactive means mostly below about 34%;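 further: HEK-293T reporter cells stimulated with the NOD1 agonist gamma-tri-DAP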
Yfh1-off respiration: mitochondrial function rescue without frataxin homolog – Friedreich's ataxia, plus single-dose screen, dose response (AID 1465); S. cerevisiae Yfh1-off respiration, WST-1 reduction, 72 h; higher fold induction means a stronger effect; one-dose fold induction at 50 µM; EC50 in µM for titrated hits; 0.074% of 220,000 active;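 active means fold induction of absorbance versus untreated yeast above a set limit, then at least 30% activation at any dose in follow-up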;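 further: activators that raise dye reduction in frataxin-depleted yeast; strong numbers were not always called active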
KOR beta-arrestin-1: kappa opioid receptor activators – cell-based, luminescence, uHTS, primary screen (AID 1777). KOR beta-arrestin recruitment, luminescence; higher % means a stronger effect. 0.02% of 280,000 active. activation, % at 10 µM; hits with a dose series show EC50 in µM; in the data active means activation above about 50%, passing the limit was not always enough; further: a part of the inactive calls stands beside numbers as strong as those of hits
West Nile virus CPE: West Nile virus antiviral activity, cell-based, CPE readout (AID 1621) | West Nile virus-infected cells, CPE inhibition; higher % means a stronger effect | 0.02% of 290,000 active | CPE inhibition, % at 10 µM, or IC50 in µM where a hit was titrated; in the data active means a potency from the dose series; further: strong numbers were not always called active
AID2073: inhibitors of Mint1-CaV2.2 protein interaction, biochemical, HTRF (AID 2073). HTRF protein-protein interaction, Mint1-CaV2.2; higher % means a stronger effect. inhibition, % at 20 µM; hits with a dose series show IC50 in µM. 0.19% of 290,000 active; in the data active means inhibition mostly above about 51%, no sharp cut-off; further: some results filed as inactive read as strong as hits
NS5 inhibitors: flavivirus cap methylation enzyme inhibition – biochemical, confirmation dose response, primary screen (AID 588689) | 0.3% of 340,000 active | Dengue-2 NS5 methyltransferase capping enzyme assay, biochemical; higher % means a stronger effect | inhibition, % at 25 µM; hits with a dose series show IC50 in µM; in the data active means a potency from the dose series
KOR beta-arrestin-2: KOR antagonists, beta-arrestin recruitment, cell-based, luminescence, uHTS (AID 1778). 0.091% of 290,000 active. inhibition, % at 10 µM; hits with a dose series show IC50 in µM. KOR beta-arrestin recruitment, luminescence, antagonist mode; higher % means a stronger effect; further: strong numbers were not always called active
HEK293 NOD2/NF-kB: NOD2 signaling inhibitors, cell-based, luminescence, uHTS, HEK293 (AID 1566) | HEK293 NOD2/NF-kB luciferase reporter, luminescence; higher % means a stronger effect | inhibition, % at 4 µM; hits with a dose series show EC50 in µM | 0.63% of 290,000 active; further: many of its hits are not listed in these tables
NS5 inhibitors pilot replicate: recorded beside NS5 inhibitors, whose call it bears; inhibition, %; measured here: pilot screen replicate inhibition
* marks the source's active call; other numbers are inactive results; i = inactive; x = no result given; [ ] = another dose, or the depositor's remark. Unless noted, no stated cut-off is given here; in the data, active means inhibition above about 50%; inactive means the rest. Not all compounds are listed (hit frequency here may not be typical).

SMILES	HIV peptide binding	NOD1 NF-kB reporter	Yfh1-off respiration	KOR beta-arrestin-1	West Nile virus CPE	AID2073	NS5 inhibitors	KOR beta-arrestin-2	HEK293 NOD2/NF-kB	others
Cc1cc(NC(=O)CCC(=O)N(Cc2ccccc2)C(C(=O)NC2CCCC2)c2ccc(C)o2)no1 (configuration not stated)	1.1%	51%	x	-2.5%	-0.8%	-3%	0%	12%	32%
CC(=O)Nc1n[nH]c(-c2ccc(C)cc2)c1C	1.0%	-40%	i	x	-0.2%	-6%	-8%	11%[20 µM]	10%
O=C(NCc1nnc(SCC(=O)N2CCc3ccccc32)o1)c1ccco1	-0.8%	-13%	i	-6.1%	0.2%	7%	3%	-2%	6%
CCC(C)(C(=O)NC1CCCCC1)N(C(=O)CNC(=O)c1ccccc1)c1c(C)n(C)n(-c2ccccc2)c1=O (configuration not stated)	0.0%	-18%	i	-2.9%	0.1%	3%	-4%	13%	11%
CCOc1ccccc1CN1CCNC(=O)C1CC(=O)NCCN1CCOC1=O (configuration not stated)	2.6%	-14%	x	-4.0%	0.2%	8%	11%	-35%	0%
O=C(c1ccc(F)cc1Cl)N1CCN(S(=O)(=O)c2cccs2)CC1	-0.4%	-44%	x	0.3%	-1.4%	0%	2%	6%	8%
O=C(O)c1ccccc1S	4.1%	-26%	x	-0.6%	x	-10%	x	-36%	17%
CCCCCOC(=O)NC1CCS(=O)(=O)C1 (configuration not stated)	0.3%	-22%	i	-1.1%	-0.1%	-5%	-7%	-15%	-1%
Cn1c(=O)n(C)c2cc(N3CCOCC3)c(NC(=O)c3cccc(Cl)c3)cc21	-0.5%	-28%	x	3.4%	0.2%	23%	-5%	-41%	17%
Cc1cc(NC(=O)c2cc3ccccc3oc2=O)no1	-1.3%	-6%	i	8.0%	0.8%	6%	-1%	-33%	-1%
COc1ccc(OC)c(S(=O)(=O)N2CCN(c3ccccn3)CC2)c1	-0.6%	-1%	i	3.9%	-0.3%	12%	-10%	-28%	2%
COc1ccc(OC)c(C2=NS(=O)(=O)N(C)C(C(=O)N3CCC4(CC3)OCCO4)=C2)c1	0.8%	-6%	x	-4.8%	0.0%	9%	-3%	-6%	-14%
CC(=O)N(C)c1ccc(NC(=O)Nc2ccc(C)cc2)cc1	-0.7%	-41%	i	-2.1%	0.0%	-7%	-8%	-16%	-30%
CCN(CC)S(=O)(=O)c1ccc(N2CCOCC2)c(NC(=O)C2=COCCO2)c1	0.1%	-32%	x	5.0%	-0.5%	-3%	-2%	-17%	-3%
COc1ccc(CNC(=O)CCS(=O)(=O)c2ccc3c(c2)NC(=O)C(C)S3)cc1 (configuration not stated)	5.5%	-16%	x	-6.9%	0.0%	10%	-4%	-38%	-2%
Cc1cccc(N2CCN(C(=O)Cn3sc4nc(C)cc(C)c4c3=O)CC2C)c1 (configuration not stated)	-1.4%	-12%	i	11%	-0.8%	17µM*	-13%	-8%	5%
CCOC(=O)c1cc(CC)sc1NC(=O)c1cc(OC)c(OC)c(OC)c1	-2.3%	-19%	i	-6.3%	0.6%	45%	-3%	13%	34%
CC1(C(=O)O)CCC(C(=O)Nc2ccc3ccccc3c2)C1(C)C (configuration not stated)	-0.2%	-9%	i	2.9%	0.6%	1%	-2%	18%	-13%	NS5 inhibitors pilot replicate=-2.6
CCCCOc1ccccc1/C=N/NC(=O)CC#N	-2.5%	-26%	i	0.7%	0.2%	-13%	-2%	-3%	13%
S=C(NCCc1ccccc1)NCc1cccs1	-1.0%	-48%	i	-0.8%	0.1%	-16%	-10%	-22%	-54%
CCOc1ccc(N2C(=O)CC(NC3CCN(C(=O)c4ccc(F)cc4)CC3)C2=O)cc1 (configuration not stated)	-0.8%	6%	x	-3.5%	0.4%	10%	-3%	2%	-8%
On1c(-c2ccccc2)nc2ccccc21	-2.3%	-2%	i	3.7%	-0.1%	5%	-1%	8%	-12%
Cc1ccc(NC(=O)c2cc(NC(=O)c3ccco3)ccc2N2CCOCC2)cc1	-1.0%	-34%	i	1.2%	0.4%	2%	-1%	21%	5%
COc1ccc(CCNC(=O)c2ccc3nc4cc(Cl)ccc4c(=O)n3c2)cc1OC	0.2%	0%	x	-0.1%	-0.9%	17%	-6%	-9%	13%
COC(=O)c1ccccc1NC(=O)COC(=O)[C@H](C)NC(N)=O	-2.5%	-7%	i	0.4%	0.1%	-8%	-2%	-1%	-23%

(listing goes on)
SMILES	HIV peptide binding	NOD1 NF-kB reporter	Yfh1-off respiration	KOR beta-arrestin-1	West Nile virus CPE	AID2073	NS5 inhibitors	KOR beta-arrestin-2	HEK293 NOD2/NF-kB	others
COc1ccc(NC(=O)c2sc3nc(N4CCCC4)c4c(c3c2N)CC(C)(C)OC4)c(OC)c1	-0.1%	2%	x	3.3%	2.5%	21%	-1%	-56%	10%
COc1cccc(-n2c(-c3ccco3)nc3nc4ccccc4nc32)c1	47%	-25%	i	1.0%	-0.2%	42%	18%	11%	11%
O=C(CNC(=O)c1cccs1)N/N=C/c1ccc(O)cc1O	8.9%	-15%	i	-1.9%	2.0%	2%	-2%	38%	2%
Cc1ccc(C)c2sc(NC(=O)c3nc4ccccc4s3)nc12	0.9%	-22%	x	-0.4%	x	2%	-3%	-1%	17%
O=C(COC(=O)c1n[nH]c2ccccc12)c1cccc(Br)c1	3.2%	-4%	x	-2.7%	-0.3%	8%	3%	-3%	24%
NC(=O)C1CCN(Cc2nc3cc(Cl)ccc3c(=O)[nH]2)CC1	5.7%	7%	i	-3.7%	-0.2%	3%	-6%	13%	12%
C#CCOCCOCCOCCNc1nc(N2CCN(C(=O)Cn3cc(CC(C)O)nn3)CC2)nc(N2CCN(C(=O)[C@H](CCCCN)n3cc(CCC(=O)O)nn3)CC2)n1 (some centres not stated)	2.0%	-13%	i	1.3%	0.5%	14%	6%	26%	14%
CN(C(=O)CSc1nnc(Cc2cccc3ccccc23)n1N)C1CCS(=O)(=O)C1 (configuration not stated)	-2.2%	-11%	i	-1.5%	-0.3%	-14%	1%	8%	12%
COc1ccc(CCNC(=O)CCNS(=O)(=O)c2cccc(Cl)c2)cc1OC	-0.6%	-14%	i	-0.2%	-0.3%	3%	-5%	-44%	-6%
NC(=O)COC(=O)c1sc2cc(F)ccc2c1Cl	-0.8%	-19%	i	3.2%	-0.2%	11%	-6%	-34%	-6%
CCCNS(=O)(=O)c1ccc(OC)c(Cl)c1Cl	0.8%	1%	i	0.5%	1.0%	-2%	-9%	-4%	4%
O=C(Nc1ccc(-c2nnc3n2CCCCC3)cc1)c1cc2ccccc2o1	-1.9%	2%	i	4.1%	-0.8%	-7%	-8%	-9%	25%
O=C(Cc1ccc(F)cc1)N1CCN=C1SCc1cccc([N+](=O)[O-])c1	3.0%	-11%	i	-1.5%	-0.4%	42%	4%	-18%	16%
CCN(CC)C(=O)CSc1nc(C)cc(C)n1	-0.3%	-30%	i	3.2%	3.2%	7%	x	-9%	2%
COc1ccc(CNC(NC(=O)c2ccccc2)(C(F)(F)F)C(F)(F)F)cc1	0.6%	-20%	i	-1.4%	1.2%	2%	0%	2%	10%
Cc1nn(Cc2ccccc2)c(Cl)c1C(=O)NCCc1ccccc1	-2.9%	-50%	i	-2.1%	-1.0%	3%	-11%	26%	-71%
Cc1nn(-c2ccccc2)c(NC(=O)C(C)C)c(-c2ccccc2)c1=O	1.5%	-13%	i	0.8%	0.5%	10%	x	-13%	9%
CCN(CCNC(=O)C1CCN(S(=O)(=O)CC)CC1)c1ccccc1	-1.5%	-37%	i	1.7%	0.4%	-6%	2%	16%	-2%
O=C(Nc1ccc(Cl)cc1)N1CCc2ccccc2C1	-1.8%	-16%	i	x	-0.4%	-5%	-3%	-2%[20 µM]	-109%
COc1cccc(N(CC(=O)NCCSCc2ccc(Cl)cc2)S(C)(=O)=O)c1	0.4%	42%	x	3.0%	-1.4%	5%	-6%	-35%[20 µM]	1%
CC(C)Cc1nc(Nc2ccc(S(=O)(=O)N3CCCC3)cc2)c2nnn(Cc3ccccc3)c2n1	3.7%	-1%	i	-1.5%	-0.3%	29%	13%	2%	9%
CC(=O)c1cnc(Nc2nc(C)c3ccccc3n2)nc1C	-1.2%	-6%	x	-3.8%	x	-2%	x	31%	7%
CN(C)CCCNC(=O)c1ccccc1Oc1ccccc1	-0.1%	-6%	i	-1.9%	-0.4%	5%	-8%	-6%	-2%
COc1ccc(C(=O)O/N=C(\N)Cc2ccc([N+](=O)[O-])cc2)c(OC)c1	-0.7%	-11%	i	0.1%	1.0%	2%	-5%	12%	4%
CCOC(=O)[C@@H]1[C@H]2COc3cc(OC)ccc3[C@H]2N2C(=O)N(c3ccc(F)cc3)C(=O)[C@@]12C	0.0%	-3%	x	-4.0%	-1.2%	0%	-7%	-3%[20 µM]	18%
Oc1ccc(C(=S)N2CCN(c3cccc(Cl)c3)CC2)cc1	-1.9%	3%	i	-2.2%	0.0%	8%	11%	-2%	1%
C#CCOCCOCCOCCNc1nc(N2CCN(C(=O)Cn3cc(CC(C)O)nn3)CC2)nc(N2CCN(C(=O)[C@H]([C@@H](C)CC)n3cc(CCCN=C(N)N)nn3)CC2)n1 (some centres not stated)	3.1%	-40%	i	-1.3%	0.5%	2%	0%	30%	-8%
Cc1cc(C(=O)N/N=C/c2cccnc2)c2ccccc2n1	-1.6%	-15%	x	-2.7%	-0.1%	12%	1%	-37%	-14%
O=C(O)c1nccnc1C(=O)Nc1ccc(Oc2c(Cl)cccc2Cl)nc1	0.8%	-16%	i	2.1%	1.6%	10%	x	-17%	2%
Cc1cnc(NC(=O)CSc2ccc(Cl)cc2)s1	-0.6%	9%	i	2.1%	0.0%	3%	-4%	23%	7%

Taken from the entries so far, 8 compounds:
SMILES	HIV peptide binding	NOD1 NF-kB reporter	Yfh1-off respiration	KOR beta-arrestin-1	West Nile virus CPE	AID2073	NS5 inhibitors	KOR beta-arrestin-2	HEK293 NOD2/NF-kB	others
CN(C)CCCNC(=O)c1ccccc1Oc1ccccc1	-0.1%	-6%	i	-1.9%	-0.4%	5%	-8%	-6%	-2%
COc1ccc(C(=O)O/N=C(\N)Cc2ccc([N+](=O)[O-])cc2)c(OC)c1	-0.7%	-11%	i	0.1%	1.0%	2%	-5%	12%	4%
CCOC(=O)[C@@H]1[C@H]2COc3cc(OC)ccc3[C@H]2N2C(=O)N(c3ccc(F)cc3)C(=O)[C@@]12C	0.0%	-3%	x	-4.0%	-1.2%	0%	-7%	-3%[20 µM]	18%
Oc1ccc(C(=S)N2CCN(c3cccc(Cl)c3)CC2)cc1	-1.9%	3%	i	-2.2%	0.0%	8%	11%	-2%	1%
C#CCOCCOCCOCCNc1nc(N2CCN(C(=O)Cn3cc(CC(C)O)nn3)CC2)nc(N2CCN(C(=O)[C@H]([C@@H](C)CC)n3cc(CCCN=C(N)N)nn3)CC2)n1 (some centres not stated)	3.1%	-40%	i	-1.3%	0.5%	2%	0%	30%	-8%
Cc1cc(C(=O)N/N=C/c2cccnc2)c2ccccc2n1	-1.6%	-15%	x	-2.7%	-0.1%	12%	1%	-37%	-14%
O=C(O)c1nccnc1C(=O)Nc1ccc(Oc2c(Cl)cccc2Cl)nc1	0.8%	-16%	i	2.1%	1.6%	10%	x	-17%	2%
Cc1cnc(NC(=O)CSc2ccc(Cl)cc2)s1	-0.6%	9%	i	2.1%	0.0%	3%	-4%	23%	7%

Assay outcomes deposited in PubChem BioAssay by several laboratories.
